Bioassay records from PubChem.
ARFGAP1 inh: rat ARFGAP1 inhibition. Arfgap1-stimulated ARF1 GTP hydrolysis, GDP FP detection. Q62848. inhibition, % at 16.5 µM. 360,000 tested, 0.26% active. AID 651572;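 active means inhibition above a per-plate limit, mean inhibition of low control wells plus 3 SD, cut at about 25% in these data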;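 further: 0% = DMSO wells with enzyme and 100% = wells lacking Arfgap1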
Target sequence (Q62848 1-136 limits assumed): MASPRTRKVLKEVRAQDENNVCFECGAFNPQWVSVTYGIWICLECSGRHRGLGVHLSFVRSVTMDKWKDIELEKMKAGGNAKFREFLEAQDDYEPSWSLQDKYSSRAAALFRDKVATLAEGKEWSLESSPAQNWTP
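System: truncated rat Arfgap1 GAP domain / Benchmarks: high control wells lacking Arfgap1, low control full reaction with DMSO / Times: compound-enzyme preincubation 20 min, reaction 120 min, detection 60 min, 25 °C / Repeats: one replicate per compound / Also added: human ARF1(Δ1-17)-GTP substrate / Measured by: Tracer-displacement fluorescence polarization with EDTA stop, 620/688 nm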
ADAM17 inh: inhibitors of human ADAM17; inhibition, % at 6.95 µM; P78536; AID 720648; 370,000 tested, 0.83% active; recombinant ADAM17, EDANS/DABCYL FRET peptide cleavage;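 active means inhibition above the mean of compounds lying between control limits plus 3 SD, set per campaign, cut at about 8.5% in these data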;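 further: 0% = DMSO-only wells as the low control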
Target sequence (P78536 215-824 limits assumed): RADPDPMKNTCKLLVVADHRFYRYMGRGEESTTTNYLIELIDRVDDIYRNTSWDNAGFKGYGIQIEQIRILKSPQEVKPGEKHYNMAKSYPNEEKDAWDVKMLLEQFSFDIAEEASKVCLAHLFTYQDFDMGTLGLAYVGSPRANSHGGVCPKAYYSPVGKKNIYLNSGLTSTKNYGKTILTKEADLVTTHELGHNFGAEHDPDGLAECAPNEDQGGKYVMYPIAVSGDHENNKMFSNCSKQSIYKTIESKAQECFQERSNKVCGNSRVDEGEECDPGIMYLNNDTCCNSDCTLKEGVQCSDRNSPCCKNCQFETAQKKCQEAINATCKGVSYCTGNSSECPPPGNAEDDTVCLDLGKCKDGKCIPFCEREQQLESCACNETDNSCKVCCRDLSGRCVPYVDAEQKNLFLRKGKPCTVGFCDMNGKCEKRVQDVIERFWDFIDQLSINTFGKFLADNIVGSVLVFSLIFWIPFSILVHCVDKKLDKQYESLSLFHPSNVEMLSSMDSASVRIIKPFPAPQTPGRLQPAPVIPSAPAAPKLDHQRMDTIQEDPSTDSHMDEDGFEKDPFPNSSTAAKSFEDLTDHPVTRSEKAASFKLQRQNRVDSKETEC
ASAP1 GAP inh: blocks human ASAP1-stimulated Arf1 GTP hydrolysis; GDP FP detection; 360,000 tested, 0.19% active; Q9ULH1; inhibition, % at 16.5 µM; in the data active means inhibition above about 25%;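 further: 0% = vehicle with enzyme and substrate and 100% = no enzyme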
Tn6 DDE FP: inhibitors of Tn6 peptide binding to human fibrin DD(E) | AID 720509 | P02675 | Fibrin DD(E) TRITC-Tn6 fluorescence polarization displacement | 370,000 tested, 0.21% active | inhibition, % at 8.3 µM;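 active means inhibition above a per-campaign cutoff: mean of compounds within control limits plus 3 SD, cut at about 15% in these data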;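 further: 0% = median of all compound wells on the plate and 100% = blocking peptide control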
TDP2 absorb: TDP2 (human) inhibition, absorbance primary screen; O95551; recombinant TDP2, T5PNP hydrolysis, p-nitrophenol absorbance 415 nm; inhibition, % at 12.8 µM; 370,000 tested, 0.34% active;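 active means inhibition above the mean of all tested compounds plus 3 SD, set per campaign, cut at about 25% in these data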;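 further: 0% = DMSO with enzyme and 100% = buffer with substrate but no TDP2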
Target sequence (O95551 whole entry, looked up): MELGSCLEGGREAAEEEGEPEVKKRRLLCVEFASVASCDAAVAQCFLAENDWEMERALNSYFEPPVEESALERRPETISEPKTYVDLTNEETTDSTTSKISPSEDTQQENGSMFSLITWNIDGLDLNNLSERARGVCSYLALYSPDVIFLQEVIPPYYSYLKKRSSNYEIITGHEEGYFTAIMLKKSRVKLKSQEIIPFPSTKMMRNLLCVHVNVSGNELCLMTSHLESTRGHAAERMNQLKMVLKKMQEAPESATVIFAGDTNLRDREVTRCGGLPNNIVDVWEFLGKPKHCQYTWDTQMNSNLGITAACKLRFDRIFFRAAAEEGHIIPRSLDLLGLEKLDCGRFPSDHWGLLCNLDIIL
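Incubation: 2 h at 37 °C; Test system: recombinant human TDP2; Quantity: enzyme 120 nM; Read-out basis: percent inhibition; Medium: 50 mM Tris-HCl pH 7.5 with Mg2+, KCl, DTT, BSA; Repeats: single replicate; Compound: 12.8 µM single point, 1% DMSO; Signal: epi absorbance; Reagent: 5 mM T5PNP chromogenic substrate; Benchmarks: no-enzyme high, DMSO-plus-enzyme low.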
PLCb3 inh: inhibitors of human phospholipase C beta3. Q01970. Purified PLC-beta3, fluorogenic substrate, fluorescence. 370,000 tested, 0.18% active. inhibition, % at 12.2 µM; in the data active means inhibition above about 11%;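 further: 0% = median of compound wells on plate and 100% = full blocker control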
PLC-gamma1 inh: PLC-gamma1 (human) inhibition, primary screen; P19174; purified PLC-gamma1, fluorogenic substrate, fluorescence; inhibition, % at 12.2 µM; 370,000 tested, 0.84% active; AID 720700; in the data active means inhibition above about 9.5%
ADAM10 inh: ADAM10 inhibition, QFRET primary screen | recombinant ADAM10, EDANS/DABCYL FRET peptide cleavage, 3 h | inhibition, % at 7 µM | 370,000 tested, 0.62% active | AID 720582;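 active means inhibition above a per-campaign cutoff equal to the mean of compounds falling between control-based bounds plus 3 SD, cut at about 20% in these data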;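 further: 0% = DMSO wells while the 100% control is not disclosed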
SIAE primary: human SIAE inhibition, primary screen. 370,000 tested, 0.69% active. inhibition, % at 9.66 µM. SIAE FP-Rh probe binding, fluorescence polarization. Q9HAT2;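 active means inhibition above a cutoff: mean of compounds within the control limits plus 3 SD of those, cut at about 17% in these data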;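 further: 0% = plate median of compound wells and 100% = probe without SIAE protein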
DDE Tn7 FP inh: DD(E)-Tn7 binding inhibition, primary FP screen; P02675; FP displacement of FITC-Tn7 peptide from fibrin DD(E); 0% = median of compound wells per plate; inhibition, % at 8.3 µM; 370,000 tested, 0.13% active; AID 720508;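 active means inhibition above the mean of compounds falling within the control limits plus 3 SD of them, cut at about 14% in these data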;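 further: 0% = plate median of compound wells and 100% = 10 µM Aha-Tn7 peptide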
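Assay system: Human clot-derived fibrin DD(E) complex | Buffer or medium: Tris/NaCl/CaCl2 buffer, pH 7.8 | Repeats: One replicate per compound | Benchmarks: Aha-Tn7 high control | Measure: % inhibition scaled between sample-field median and high-control FP | Schedule: 10 min plus 3 h, room temperature | Signal: Fluorescence polarization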
* = called active by the depositor; nt = not tested or not shown.

no.	molecule	ARFGAP1 inh	ADAM17 inh	ASAP1 GAP inh	Tn6 DDE FP	TDP2 absorb
1	COc1ccc(S(=O)(=O)N2C[C@H]3CON(C)[C@H]3C[C@H]2c2ccc(-c3cc4ccccc4o3)cc2)cc1	11	3	2	8	-15
2	O=C(Nc1ccc(F)cc1)C1CCN(C(=O)c2ccc(F)cc2)CC1	0	1	-6	1	3
3	CN(CCC(=O)c1ccccc1)CCC(=O)c1ccccc1	6	2	3	8	10
4	CCc1cccc2c(C(=O)CSc3nnc(C4CC4)o3)c[nH]c12	0	-1	7	-1	0
5	CCN(CC)C(=O)Cn1cnc2sc(C)c(S(=O)(=O)N3CCC(C)CC3)c2c1=O	6	1	13	5	3
6	CCC1=Nc2cc(C(=O)O)ccc2Sc2ccc(Cl)cc21	5	-4	-9	3	0
7	CCCCC(=O)Nc1nc2ccc3nc(C)sc3c2s1	-1	-5	16	-4	-7
8	O=C(/C=C/c1ccccc1)Oc1ccc(C(=S)N2CCOCC2)cc1	10	0	5	-2	-6
9	Cc1cccc(NC(=O)CNC(=O)COc2cc(F)ccc2[N+](=O)[O-])c1C	5	-2	-10	-1	-6
10	Oc1c(/C=N/c2ccccn2)sc2ccccc12	12	-5	17	7	8

no.	PLCb3 inh	PLC-gamma1 inh	ADAM10 inh	SIAE primary	DDE Tn7 FP inh
1	0	2	4	-15	5
2	-2	0	5	-1	4
3	-3	-3	-1	-3	-3
4	-3	4	-8	-11	1
5	-2	4	-1	2	4
6	-6	-1	-19	1	15*
7	-7	0	-12	-14	4
8	0	2	-4	4	3
9	3	5	6	1	-1
10	-5	-7	-1	-12	-4

The listing continues:
no.	molecule	ARFGAP1 inh	ADAM17 inh	ASAP1 GAP inh	Tn6 DDE FP	TDP2 absorb
11	c1ccc(C(Cc2nc(-c3ccccn3)no2)c2ccccc2)cc1	-5	-4	-18	-2	3
12	O=C(c1cc2cc(Cl)ccc2o1)N1CCCC1	7	1	-10	-6	13
13	Cc1cc(C)cc(N2C(=O)CC(Sc3nnnn3-c3ccccc3)C2=O)c1 (stereo not drawn)	11	-2	0	-5	-8
14	O=C(Nc1nnc(-c2ccc3c(c2)OCCO3)o1)c1ccc(Cc2ccccc2)cc1	92*	-3	133*	10	2
15	Cc1cc(NC(=O)COC(=O)c2n[nH]c3ccccc23)no1	-2	1	-6	3	-2
16	COc1cc(/C=N/NC(=O)c2cccnc2)ccc1OS(=O)(=O)c1cc(C)ccc1C	8	5	12	-11	-9
17	O=S(=O)(NCc1cc(-c2ccccc2Cl)no1)c1ccc(Cl)cc1	5	1	-6	1	6
18	Cc1cccc(CS(=O)(=O)Cc2ccc(C(=O)NCCCN3CCCC3)o2)c1	-12	-2	-2	-1	-5
19	Cc1ccc(-n2nnnc2-c2cnc(N3CCCC3)nc2C(F)(F)F)cc1	-1	-1	-2	-6	0
20	CCNC(=O)c1ccc(C2SCC(=O)N2CCc2ccccc2)cc1 (stereo not drawn)	0	3	-4	1	4

no.	PLCb3 inh	PLC-gamma1 inh	ADAM10 inh	SIAE primary	DDE Tn7 FP inh
11	-2	2	2	1	-1
12	-2	2	5	-1	0
13	3	0	6	-2	7
14	0	-2	-8	-5	0
15	-7	3	-2	-4	-3
16	2	5	10	-61	-4
17	0	1	5	-6	1
18	1	4	5	2	1
19	-16	-12	8	10	-2
20	3	3	4	3	0

Continuation.
no.	molecule	ARFGAP1 inh	ADAM17 inh	ASAP1 GAP inh	Tn6 DDE FP	TDP2 absorb
21	O=C(Nn1cnc2ccccc2c1=O)C1CCCCC1	2	-2	3	-2	2
22	Cn1c2ccccc2c2cc(/C=N/NC(=O)c3ccccc3F)ccc21	-3	-16	0	0	12
23	CCCNC(=O)C1(C)CCCN(Cc2ccccc2Cl)C1 (stereo not drawn)	8	-4	-1	-3	8
24	COc1ccc2c(C=O)cn(C)c2c1	5	2	-12	4	-12
25	COc1ccc(-c2noc(CN(C)S(=O)(=O)c3ccc(Cl)cc3)n2)cc1OC	11	-2	2	7	-2
26	NS(=O)(=O)c1ccc(NC(=O)CCC(=O)c2cccs2)cc1	-5	2	1	3	0
27	Cc1ccccc1N1CCN(C2CCCN(C(=O)CN3CCCC3=O)C2)CC1 (stereo not drawn)	-2	-6	11	-4	-5
28	COc1ccc(OC)c(S(=O)(=O)N2CCC3(CC2)OCCN3S(=O)(=O)c2cccs2)c1	18	2	-2	3	-10
29	O=C(O)c1ccc(C=NNC(=O)c2cc(-c3ccc(Cl)cc3)n[nH]2)cc1	nt	1	nt	-4	3
30	O=C(O)c1ccc(Cn2cnc3scc(-c4ccccc4)c3c2=O)cc1	25*	0	12	5	-5

no.	PLCb3 inh	PLC-gamma1 inh	ADAM10 inh	SIAE primary	DDE Tn7 FP inh
21	1	1	2	3	-2
22	-361	-272	-74	-7	1
23	-1	-1	-11	-2	1
24	-2	-2	2	0	-5
25	4	3	10	2	0
26	-3	0	2	0	0
27	-3	-1	-7	1	3
28	-8	-2	-10	2	-3
29	3	0	0	-1	0
30	1	-3	-4	-2	9

Next section.
no.	molecule	ARFGAP1 inh	ADAM17 inh	ASAP1 GAP inh	Tn6 DDE FP	TDP2 absorb
31	CCNc1nc(N)nc(Oc2ccc(OCCOc3ccc(Cl)cc3Cl)nn2)n1	-1	-2	-3	0	-6
32	C/C(=N\O)c1oc2ccc3c(C)cc(=O)oc3c2c1C	23	-2	-4	2	-11
33	C[C@H](c1ccccc1)N1C[C@@H](COCc2ccccc2)Oc2cccc(F)c2S1(=O)=O	8	1	13	5	6
34	O=C(/C(=C(/[O-])c1ccccc1)[n+]1ccccc1)c1ccc([N+](=O)[O-])cc1	7	4	-15	5	6
35	CCOc1ccc2[nH]c(=O)c(C(c3nnnn3CCOC)N3CCOCC3)cc2c1 (stereo not drawn)	4	-22	1	2	-2
36	O=C(NC(=S)Nc1cccc(NC(=O)c2ccc(Cl)cc2Cl)c1)c1cccs1	14	1	9	-3	-8
37	CCc1ccc(S(=O)(=O)NCc2csc(-c3cccnc3)n2)s1	0	-1	4	5	1
38	CCOc1ccc(C(=O)CCc2nc3ccccc3s2)cc1	-11	0	-6	-4	-1
39	CCCCN(C)Cc1cc(=O)oc2ccc3ccccc3c12	1	-9	13	-2	6
40	COc1ccc(-c2c(-c3ccc(OC)c(C)c3O)n[nH]c2C)cc1	0	8	1	3	-14

no.	PLCb3 inh	PLC-gamma1 inh	ADAM10 inh	SIAE primary	DDE Tn7 FP inh
31	5	2	1	0	2
32	-7	-3	-6	-6	-3
33	1	1	-5	-6	2
34	-1	0	8	5	-6
35	-23	-19	-73	2	2
36	4	1	1	-6	-6
37	-3	-5	-9	3	-9
38	-2	-2	2	2	8
39	-23	-12	-19	0	-5
40	-6	0	16	2	-11

Rewritten with one line to a screen: entries from further up
(27) Cc1ccccc1N1CCN(C2CCCN(C(=O)CN3CCCC3=O)C2)CC1 (stereo not drawn)
(28) COc1ccc(OC)c(S(=O)(=O)N2CCC3(CC2)OCCN3S(=O)(=O)c2cccs2)c1
(29) O=C(O)c1ccc(C=NNC(=O)c2cc(-c3ccc(Cl)cc3)n[nH]2)cc1
(30) O=C(O)c1ccc(Cn2cnc3scc(-c4ccccc4)c3c2=O)cc1
(31) CCNc1nc(N)nc(Oc2ccc(OCCOc3ccc(Cl)cc3Cl)nn2)n1
(32) C/C(=N\O)c1oc2ccc3c(C)cc(=O)oc3c2c1C
(33) C[C@H](c1ccccc1)N1C[C@@H](COCc2ccccc2)Oc2cccc(F)c2S1(=O)=O
(34) O=C(/C(=C(/[O-])c1ccccc1)[n+]1ccccc1)c1ccc([N+](=O)[O-])cc1
(35) CCOc1ccc2[nH]c(=O)c(C(c3nnnn3CCOC)N3CCOCC3)cc2c1 (stereo not drawn)
(36) O=C(NC(=S)Nc1cccc(NC(=O)c2ccc(Cl)cc2Cl)c1)c1cccs1

screen / no.	27	28	29	30	31	32	33	34	35	36
ARFGAP1 inh	-2	18	nt	25*	-1	23	8	7	4	14
ADAM17 inh	-6	2	1	0	-2	-2	1	4	-22	1
ASAP1 GAP inh	11	-2	nt	12	-3	-4	13	-15	1	9
Tn6 DDE FP	-4	3	-4	5	0	2	5	5	2	-3
TDP2 absorb	-5	-10	3	-5	-6	-11	6	6	-2	-8
PLCb3 inh	-3	-8	3	1	5	-7	1	-1	-23	4
PLC-gamma1 inh	-1	-2	0	-3	2	-3	1	0	-19	1
ADAM10 inh	-7	-10	0	-4	1	-6	-5	8	-73	1
SIAE primary	1	2	-1	-2	0	-6	-6	5	2	-6
DDE Tn7 FP inh	3	-3	0	9	2	-3	2	-6	2	-6

(37) CCc1ccc(S(=O)(=O)NCc2csc(-c3cccnc3)n2)s1

screen / no.	37
ARFGAP1 inh	0
ADAM17 inh	-1
ASAP1 GAP inh	4
Tn6 DDE FP	5
TDP2 absorb	1
PLCb3 inh	-3
PLC-gamma1 inh	-5
ADAM10 inh	-9
SIAE primary	3
DDE Tn7 FP inh	-9

Going on with the list:
no.	molecule	ARFGAP1 inh	ADAM17 inh	ASAP1 GAP inh	Tn6 DDE FP	TDP2 absorb
41	CCN(CC)S(=O)(=O)c1cc(C(=O)Nc2cc(S(=O)(=O)N3CCOCC3)ccc2N2CCCC2)ccc1F	4	0	7	7	2
42	Cc1cc(C(=O)OCC(=O)NC(C)c2ccc(F)cc2)c(C)o1 (stereo not drawn)	0	-1	0	1	0
43	CCOc1ccc(NC(=O)C/C(C)=N/NC(=O)Cc2ccc(Cl)cc2)cc1	-4	4	-2	9	-15
44	Cc1noc(C)c1NC(=O)Nc1cccc2c1O[C@H](CN(C)S(C)(=O)=O)[C@@H](C)CN([C@H](C)CO)C2=O	-2	-6	6	-7	3
45	Cc1c(C(=O)NCCc2ccccc2)oc2ccccc12	9	2	3	-2	7
46	COc1cc(C(c2sc3nc(C)nn3c2O)N2CC(C)OC(C)C2)cc(OC)c1OC (stereo not drawn)	9	2	6	9	-2
47	Cc1nn(-c2ccccc2)c(N)c1Sc1ccc([N+](=O)[O-])cc1	7	3	4	0	-5
48	COc1cccc(C2=NOC(C(=O)Nc3cc(C)nn3-c3ccccc3)C2)c1OC (stereo not drawn)	0	-6	-6	-3	1
49	Cc1ccc2ccc(S(=O)(=O)n3nc(C)cc3C)cc2c1	-2	-1	-8	-2	-1
50	COc1ccccc1C(=O)CN1C(=O)NC2(CCCCCC2)C1=O	-11	-8	3	2	1

no.	PLCb3 inh	PLC-gamma1 inh	ADAM10 inh	SIAE primary	DDE Tn7 FP inh
41	-4	-5	1	1	-2
42	-1	0	-3	-1	-10
43	1	6	15	-3	7
44	4	0	9	-4	9
45	-4	-1	-6	-1	1
46	-8	-3	-2	3	-5
47	5	-1	4	-6	-6
48	-1	0	-12	1	0
49	-3	-2	2	-6	7
50	-4	-3	-21	0	12
